Assay outcomes from PubChem BioAssay.
H9c2 protect = cardioprotection against H2O2-induced cell death, primary screen, uHTS, H9c2 cells, ATPLite luminescence | H9c2 cardiomyocytes, H2O2 injury protection, 2 h | protection from H2O2 cell death, % at 20 µM | 0.63% of 360,000 active | AID 588492, 2011;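 active means compounds giving at least 50% protection of heart cells from peroxide-induced death in the single-dose screen, raw or plate-pattern-corrected value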;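 further: 0% = DMSO wells with peroxide and 100% = DMSO wells without peroxide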
hiPSC survival = enhancers of single-cell hiPSC survival, primary screen, ATPlite luminescence; 100% = ROCK inhibitor wells, 0% = DMSO; survival enhancement, % at 20 µM; 0.044% of 360,000 active; in the data active means survival enhancement above about 18%;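 further: cells exposed to compounds for 16 hours before the ATP read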
ABHD5 PLIN5 PPI = ABHD5-PLIN5 interaction inhibitors, primary screen, cell lysate, split luciferase complementation, luminescence. Perilipin-5 (Homo sapiens) + 1-acylglycerol-3-phosphate O-acyltransferase ABHD5 (Homo …. Split G. princeps luciferase complementation, 4 h. inhibition, % at 4 µM. 0.78% of 360,000 active;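 active means inhibition above the mean inhibition across every tested compound plus 3 SD, cut at about 22% in these data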;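 further: 0% = DMSO only wells and the 100% control is not disclosed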
Target sequence (Q00G26 whole entry, looked up): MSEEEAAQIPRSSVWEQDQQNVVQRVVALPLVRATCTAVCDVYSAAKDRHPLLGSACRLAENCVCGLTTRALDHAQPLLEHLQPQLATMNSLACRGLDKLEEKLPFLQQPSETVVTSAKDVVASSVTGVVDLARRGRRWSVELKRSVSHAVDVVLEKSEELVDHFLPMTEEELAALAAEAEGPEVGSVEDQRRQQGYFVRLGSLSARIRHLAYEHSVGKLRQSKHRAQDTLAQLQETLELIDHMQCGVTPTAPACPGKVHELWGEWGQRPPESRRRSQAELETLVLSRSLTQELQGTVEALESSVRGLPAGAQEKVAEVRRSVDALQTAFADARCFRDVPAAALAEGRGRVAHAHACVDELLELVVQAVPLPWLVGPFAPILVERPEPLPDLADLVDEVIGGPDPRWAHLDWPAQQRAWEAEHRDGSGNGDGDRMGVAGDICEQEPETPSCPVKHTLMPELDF
Target sequence (Q8WTS1 whole entry, looked up): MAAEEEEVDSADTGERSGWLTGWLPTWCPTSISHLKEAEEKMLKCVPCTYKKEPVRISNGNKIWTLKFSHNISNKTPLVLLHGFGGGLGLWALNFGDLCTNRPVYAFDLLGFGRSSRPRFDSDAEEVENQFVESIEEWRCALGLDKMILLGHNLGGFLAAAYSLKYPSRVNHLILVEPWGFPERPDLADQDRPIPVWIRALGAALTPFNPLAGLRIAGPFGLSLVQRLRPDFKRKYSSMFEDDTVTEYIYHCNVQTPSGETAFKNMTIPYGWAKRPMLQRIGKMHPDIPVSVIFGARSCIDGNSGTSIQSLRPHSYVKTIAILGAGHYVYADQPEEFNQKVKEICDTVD
N-glyco inh = increase of ERlucT glycosylation luciferase signal, primary screen, N-linked glycosylation inhibitor project, D54 ERlucT cells, luminescence, set 2. D54 ERlucT glycosylation luciferase reporter, 24 h; percent of 100 nM tunicamycin response. reporter increase, % at 12.5 µM. 0.23% of 360,000 active. AID 588692, 2011;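 active means mean luciferase reporter signal, scaled so untreated is 0 and the glycosylation-blocking control 100, at or above a set limit in every replicate; inconclusive means mean reaches the limit but not every replicate does; inactive means mean below the limit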;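 further: luciferase carries N-glycosylation sites so blocking glycosylation raises the light; 0% = median of neutral control wells and 100% = median of 100 nM tunicamycin wells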
MC4R antag cAMP = MC4R antagonists of cAMP signaling, primary screen, cell-based, TR-FRET, antagonist arm of biased-ligand search; MC4R-expressing cells, MTII-stimulated cAMP, LANCE TR-FRET; inhibition, % at 6.5 µM; 0.48% of 360,000 active; AID 540295, 2011;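 active means inhibition above its plate's cutoff, the mean of tested wells on that plate plus 3 SD, cut at about 29% in these data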;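 further: 0% = Melanotan II alone and 100% = Melanotan II plus saturating MCL0020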
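Material: U2OS-MC4R stable cell line | Reagent: Melanotan II challenge after compound preincubation | Doses: One concentration, 6.5 µM nominal | Incubation: 30-min compound preincubation, 1-h Melanotan II challenge, 1-h detection, room temperature | Signal: TR-FRET cAMP assay | Replicates: One well per compound, no replicates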
HTR2A ag = mouse Htr2a agonists via beta-arrestin recruitment, primary screen, cell-based, luminescence | activation, % at 7.6 µM | 5-hydroxytryptamine receptor 2A (Mus musculus), P35363 | 0.66% of 360,000 active | CHO-K1 mHTR2A beta-arrestin complementation; percent of 30 µM serotonin response;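 active means activation above a run cutoff, the mean activation of all tested compounds plus 3 SD, cut at about 14% in these data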;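 further: 0% = plate median of compound wells and 100% = 30 µM serotonin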
ABCB6 inh 2 = ABCB6 transporter inhibitors, primary screen, K562-ABCB6 cells, flow cytometry, MLPCN library; ATP-binding cassette sub-family B member 6 (Homo sapiens), Q9NP58; K562-ABCB6 porphyrin accumulation, 1 h; stronger effect = lower value; fluorescence ratio to DMSO, % at 10 µM; 0.19% of 360,000 active; AID 602162, 2011;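 active means fluorescence ratio to DMSO below 75%, the collection mean minus 3 SD; inconclusive means too few cells collected in the well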;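 further: signal is porphyrin accumulated inside mitochondria; 100% equals median channel fluorescence of DMSO control wells; lower ratio means ABCB6 inhibition with less porphyrin fluorescence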
Exocytosis inh = LAMP-1 surface exposure blockers, TALL-104 cells – cell-based, flow cytometry, MLPCN library, primary screen | TALL-104 LAMP-1 surface exposure; cells stimulated with thapsigargin and PMA | inhibition, % at 10 µM | 0.66% of 360,000 active | AID 651702, 2012;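 active means inhibition above about 55%, limit read from the data; inconclusive means no clear call, values can overlap the other calls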
MC4R ag barr = MC4R agonists recruiting beta-arrestin, primary screen, cell-based, luminescence, agonist arm of biased-ligand search. U2OS MC4R beta-arrestin complementation; percent of melanotan II response, DMSO zero. 0.98% of 360,000 active. AID 540308, 2011. activation, % at 8.9 µM;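 active means activation above a per-plate cutoff, the mean activation of sample wells on that plate plus 3 SD, cut at about 8% in these data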
aDG glyco up = activators of alpha-DG glycosylation, primary screen, uHTS, Pro5-aDG cells, AlphaScreen; activation, % at 10 µM; AID 624168, 2012; 0.22% of 360,000 active; alpha-DG glycosylation AlphaScreen (IIH6); 0% Pro5, 100% B10-LARGE cell signal;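 active means activation of at least 8% versus controls, or a plate z-score of at least 8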;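 further: Pro5 are CHO cells carrying HIG-tagged alpha-DG that lacks glycosylation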
Starred values were filed as active, the others as inactive; ? = inconclusive; / = no result given. Random draw from the library; overall some 4.5% were active at least once.

SMILES	H9c2 protect	hiPSC survival	ABHD5 PLIN5 PPI	N-glyco inh	MC4R antag cAMP	HTR2A ag	ABCB6 inh 2	Exocytosis inh	MC4R ag barr	aDG glyco up
CCn1c(SCC(=O)Nc2nncs2)nnc1C(C)NC(=O)c1ccccc1Br (stereo not drawn)	-0.6	-0.2	-12.1	0.4	5.8	-1.5	100.0	-5.8	0.2	0.0
COCCNC(=O)Cn1cnc2c1c(=O)n(C)c(=O)n2C	8.1	0.2	-1.8	2.2	6.1	-0.6	77.0	0.7	-2.1	0.0
O=C(Nc1cccc(Cl)c1)OCc1cn(-c2ccccc2)nn1	-14.9	0.0	0.9	-0.8	-5.2	1.3	104.0	-0.4	-4.2	0.7
COc1ccc(N2CC(C(=O)N3CCOCC3)CC2=O)cc1 (stereo not drawn)	-5.2	-0.4	-7.2	-1.7	12.9	-2.6	101.0	-2.3	-0.9	0.0
COc1ccc(S(=O)(=O)N2CCc3ccccc32)cc1C(=O)N1CCC(C)CC1	3.6	0.5	-5.3	13.5	11.2	-1.6	101.0	-1.2	0.6	0.1
COc1ccc(NC(=S)N2CCN(Cc3cccc(F)c3)CC2)c(OC)c1	-8.2	-0.4	-1.2	-1.6	1.8	-3.0	88.0	0.9	-4.1	-0.1
CC(C)c1ccc(NC(=O)CN2C(=O)NC(C)(C3CC3)C2=O)cc1 (stereo not drawn)	5.7	-0.3	-9.6	3.8	-4.8	1.9	99.0	2.7	-1.4	0.0
O=C(NC1CCCC1)C1C(c2ccc(C(F)(F)F)cc2)=Nc2ccccc2N1C(=O)c1cccc(C(F)(F)F)c1 (stereo not drawn)	/	/	-9.7	/	/	0.5	/	3.8	/	-0.2
Cc1ccc2cc(C(c3nnnn3C3CCCC3)N3CCOCC3)c(=O)[nH]c2c1C (stereo not drawn)	-3.7	-0.6	0.6	3.3	8.9	5.8	91.0	2.1	-1.9	-0.1
O=C(NCc1ccc2c(c1)OCO2)C1CC(=O)N(CCc2ccccc2)C1 (stereo not drawn)	6.4	-2.7	0.1	0.1	17.8	-3.1	96.0	-3.0	-1.1	0.0
CCOC(=O)c1c(NC(=O)Cn2nc([N+](=O)[O-])c(Br)c2C)sc2c1CCC(C)C2 (stereo not drawn)	-3.8	10.1	-4.5	0.1	13.7	-1.5	100.0	0.4	0.4	-0.3
COc1ccccc1N1CCN(C(C)C(=O)N2CC(C)OC(C)C2)CC1 (stereo not drawn)	-1.8	0.4	1.3	0.6	2.6	0.4	100.0	-11.6	-1.2	0.6
CC12COC3(C(=O)Nc4ccc(Cl)cn4)CC1CCC32C (stereo not drawn)	-2.3	-2.1	-1.8	-1.7	4.3	0.7	98.0	0.8	4.8	0.0
COCCN1C(=O)N[C@@H](c2cccc(C(F)(F)F)c2)[C@H](C(C)=O)[C@H]1C	-1.1	0.8	10.6	1.0	6.8	-2.3	103.0	0.9	0.3	0.0
COc1nnc(-c2ccc(C)c(S(=O)(=O)NC(C)C)c2)c2ccccc12	24.1	-0.7	9.1	3.5	-17.7	-1.1	97.0	11.0	-1.6	-0.1
CCNC(=O)CC1C(=O)N(c2ccc(OC)cc2)C(=O)N1CCOC (stereo not drawn)	1.7	-0.2	2.8	2.5	-4.0	3.1	99.0	-1.8	-1.1	-0.2
CN1CCN(CC2(O)CCN(S(=O)(=O)c3ccc(Cl)cc3)CC2)CC1	8.0	1.0	1.7	0.0	-3.3	-2.1	98.0	1.1	1.0	0.0
CC(=O)Nc1cccc(-c2ccnc3c2CC(C(=O)Nc2ccc4c(c2)OCO4)O3)c1 (stereo not drawn)	15.4	-2.1	-0.8	22.4	-19.4	-1.9	101.0	10.3	-2.8	0.0
COC(=O)c1ccn(CSc2c(F)c(F)cc(F)c2F)n1	5.7	0.2	3.9	0.2	9.4	7.8	99.0	0.8	-1.0	-0.1
N#Cc1cc(N)ccc1Sc1ccccc1	1.5	-1.0	-4.9	0.2	2.3	3.3	101.0	0.7	-1.0	-0.1
O=C(Nc1ccc(F)cc1)C(CCc1ccccc1)N1CCN(c2cccc(C(F)(F)F)n2)CC1 (stereo not drawn)	/	/	-15.4	/	/	0.2	/	4.5	/	0.3
O=C(O)CN1CCN(CC(=O)O)CCN(CC(=O)O)CCN(CC(=O)O)CC1	11.7	-3.6	4.6	2.4	-3.1	0.6	107.0	-3.0	-0.3	0.0
O=C(c1cccc(F)c1)N1CCCC(C(=O)N2CCCCC2)C1 (stereo not drawn)	5.6	-0.7	2.4	-0.6	2.2	-0.9	99.0	-5.4	-1.3	-0.1
C/C(=C/c1ccccc1)C(=O)N1CCN(c2ccccc2F)CC1	6.7	0.0	-4.3	-1.4	16.2	1.0	99.0	-3.2	1.4	0.0
CCOc1ccccc1NC(=O)c1ccc(OCC(=O)N2CCOCC2)c(OC)c1	10.8	-0.4	4.0	1.3	9.5	5.6	100.0	11.0	-4.0	0.3
COc1cccc(-c2nn(-c3ccc(C)cc3)cc2C(=O)NCC(c2cccs2)N2CCOCC2)c1 (stereo not drawn)	18.3	1.5	6.8	-4.3	4.7	-14.4	102.0	1.8	-2.2	0.2
CN(C)c1ccc(NC2=C(Cl)C(=O)c3ccccc3C2=O)cc1	-25.9	-5.0	1.7	-18.4	-32.0	0.0	98.0	28.2	-4.6	-0.8
O=C(CCNC(=O)c1ccc([N+](=O)[O-])cc1)Nc1cccc(S(=O)(=O)N2CCCCC2)c1	-5.1	-0.3	1.2	-1.5	5.0	-5.4	95.0	?	-2.4	0.0
CS(=O)(=O)N1CCc2ccc(NC(=O)C3CCCO3)cc2C1 (stereo not drawn)	-2.4	-0.2	-1.1	2.8	-1.9	-1.5	98.0	39.8	-3.9	0.0
Cc1cccc(C)c1NC(=S)NN1CCN(C)CC1	7.6	0.0	0.9	1.3	3.8	0.5	90.0	-0.1	1.4	-0.2
CCCCN(C)C(=O)C1CCN(Cc2ccccn2)CC1	-12.7	0.2	2.0	1.5	2.4	2.7	92.0	-0.1	-1.0	0.2
CC(C)CNC(=S)NNC(=O)c1csc2ccccc12	-7.8	-1.8	5.8	-0.6	0.5	1.7	90.0	5.5	3.6	-0.1
CNS(=O)(=O)c1ccc(NC(=O)c2ccc(Cl)cc2Cl)cc1	-2.7	-1.0	-2.8	-1.9	7.7	-9.6	91.0	-2.0	-0.8	-0.2
N/C(=N\OC(=O)C12CC3CC(CC(C3)C1)C2)c1ccncc1	2.2	0.0	-3.3	6.2	2.1	-1.0	91.0	-17.1	0.9	0.0
O=C1c2ccccc2C(=O)C1c1nccc2ccccc12	-33.5	-5.2	6.1	-14.1	0.2	1.7	95.0	-4.5	6.9	0.3
COc1ccc(C(=O)c2ccc(Cl)cc2)cc1	-7.3	0.6	-2.2	-0.4	12.7	0.3	95.0	-1.4	1.3	-0.1
COC(=O)c1cccc(C#CC(NP(=O)(c2ccccc2)c2ccccc2)c2ccccc2)c1 (stereo not drawn)	3.1	-1.8	7.7	-0.8	5.4	-5.9	97.0	2.7	0.3	0.4
CCN1CCN(C(=O)C2(NC(=O)Nc3cccc(F)c3)CCCCC2)CC1	10.0	-0.6	-1.4	1.6	2.6	-1.3	98.0	-0.9	-1.9	-0.2
NC(=O)c1cc([N+](=O)[O-])ccc1Nc1ccccc1	-1.7	-0.3	-2.4	3.5	-0.3	-0.8	100.0	-15.9	-1.8	-0.2
NC1=C([N+](=O)[O-])C(c2ccc(F)cc2)C2=C(CCCC2=O)O1 (stereo not drawn)	8.1	-2.5	9.6	3.7	-3.9	-2.3	97.0	1.3	1.8	0.1
COc1ccc(CN2CCN(Cc3cccc(OC)c3)C(CCO)C2)cc1 (stereo not drawn)	0.5	3.6	-1.4	0.1	5.9	-2.1	99.0	-2.8	-1.7	0.0
CC1(C)OC2CC3C4CCC5=CC(=O)C=CC5(C)C4(F)C(O)CC3(C)C2(C(=O)CO)O1 (stereo not drawn)	-6.0	1.4	10.4	4.9	2.6	9.3	96.0	-2.1	-0.5	0.1
COc1ccc(N(C(=O)CNC(=O)c2ccco2)C(C(=O)NCC2CCCO2)c2ccccc2)cc1 (stereo not drawn)	-0.4	-0.3	-0.8	1.4	4.6	-2.9	99.0	-3.8	0.2	0.0
NNC(=O)/C(=C\c1ccco1)NC(=O)c1ccco1	3.2	-0.3	2.6	1.3	-23.6	5.9	101.0	-6.5	-0.4	0.0
C[C@H]1CN([C@@H](C)CO)C(=O)c2cc(-c3cccc(F)c3)cnc2O[C@@H]1CN(C)S(C)(=O)=O	1.4	0.5	-6.3	0.3	8.6	-9.2	98.0	-0.5	-1.4	-0.2
CCc1ccc(-c2cnc3ccccc3n2)cc1NC(=O)CNC(=O)c1ccccc1	-3.9	-0.1	-6.5	-15.2	16.1	-4.6	95.0	-2.6	-2.4	0.2
COc1cc2sc3ccc(C#Cc4ccccn4)cc3c(=O)c2cc1OC	-27.6	-1.8	8.6	-1.4	6.8	-0.8	92.0	-14.9	5.5	-0.1
COC(=O)C1=C(C)N(c2ccc(OC)c(OC)c2)C(=O)/C1=C\c1ccco1	28.2	1.8	6.7	3.1	10.2	-2.1	104.0	24.6	-2.2	-0.5

4 entries from above, ordered by molecular weight, smallest number first.
SMILES	H9c2 protect	hiPSC survival	ABHD5 PLIN5 PPI	N-glyco inh	MC4R antag cAMP	HTR2A ag	ABCB6 inh 2	Exocytosis inh	MC4R ag barr	aDG glyco up
COc1ccc(C(=O)c2ccc(Cl)cc2)cc1	-7.3	0.6	-2.2	-0.4	12.7	0.3	95.0	-1.4	1.3	-0.1
NNC(=O)/C(=C\c1ccco1)NC(=O)c1ccco1	3.2	-0.3	2.6	1.3	-23.6	5.9	101.0	-6.5	-0.4	0.0
O=C1c2ccccc2C(=O)C1c1nccc2ccccc12	-33.5	-5.2	6.1	-14.1	0.2	1.7	95.0	-4.5	6.9	0.3
N/C(=N\OC(=O)C12CC3CC(CC(C3)C1)C2)c1ccncc1	2.2	0.0	-3.3	6.2	2.1	-1.0	91.0	-17.1	0.9	0.0
